# Assay outcomes from PubChem BioAssay.
# DENV2 CPE rescue = inhibitors of DENV2 cytopathic effect; DENV2-infected cells, cytopathic effect rescue, plate reader; CPE inhibition, % at 9.99 µM; 1.7% of 350,000 active; AID 651640; in the data active = CPE inhibition above about 20%, passing the limit was not always enough; inconclusive = no clear call, values can overlap the other calls; tested in BHK-21 cells;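 also: 0% = median of neutral control wells and 100% = median of positive control wells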
# CASP6 VEID inh = blocks human caspase-6 cleavage activity; P55212; purified caspase-6, Z-VEID-R110 cleavage fluorescence; inhibition, % at 12.5 µM; 0.53% of 350,000 active;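 active = mean inhibition across replicates at least about 35%, with every replicate also reaching that limit, limit read from the data; inconclusive = only one of the two criteria met; inactive = neither criterion met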;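 also: 0% = median of neutral control wells and 100% = no fluorescence left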
# Target sequence (P55212 24-179 limits assumed): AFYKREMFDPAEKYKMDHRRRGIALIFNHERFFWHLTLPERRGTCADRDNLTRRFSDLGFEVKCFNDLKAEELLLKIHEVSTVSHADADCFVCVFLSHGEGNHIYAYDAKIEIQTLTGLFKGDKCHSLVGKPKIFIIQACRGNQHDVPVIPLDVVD
# Target sequence (P55212 194-293 limits assumed): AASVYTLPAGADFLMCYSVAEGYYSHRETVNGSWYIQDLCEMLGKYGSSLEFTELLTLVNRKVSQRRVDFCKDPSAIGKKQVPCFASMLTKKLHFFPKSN
# EWS-Fli block = blocks EWS/Fli oncoprotein-driven transcription. A673 NR0B1-luciferase reporter, viability-normalised. inhibition, % at 12.6 µM. 0.67% of 350,000 active. AID 651661;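 active = mean inhibition of at least 50% after viability correction, with every replicate also passing that limit; inconclusive = mean reaches 50% but only one of two replicates passes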;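 also: firefly luciferase signal divided by Alamar Blue viability fluorescence both relative to DMSO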
# SIRT5 block = blocks human SIRT5 desuccinylation of peptide. 1.1% of 330,000 active. Purified SirT5, succinyl-peptide AMC, trypsin-coupled fluorescence. inhibition, % at 15 µM. Q9NXA8; in the data active = inhibition above about 15%; inconclusive = no clear call, values can overlap the other calls
# Target sequence (Q9NXA8 whole entry, looked up): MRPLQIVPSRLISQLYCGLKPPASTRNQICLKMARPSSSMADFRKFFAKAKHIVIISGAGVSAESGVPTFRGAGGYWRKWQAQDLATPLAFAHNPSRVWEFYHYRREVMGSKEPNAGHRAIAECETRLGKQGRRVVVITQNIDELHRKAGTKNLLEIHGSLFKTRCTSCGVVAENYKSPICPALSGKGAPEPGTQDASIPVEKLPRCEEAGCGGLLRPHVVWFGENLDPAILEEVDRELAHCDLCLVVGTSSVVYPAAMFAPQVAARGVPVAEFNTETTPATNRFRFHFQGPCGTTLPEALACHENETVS
# PAX8 inh HTS = lowers PAX8-driven luciferase in RMG-I cells. RMG-I TPO-luciferase reporter, SteadyGlo, 24 h. inhibition, % at 12.6 µM. 1.2% of 360,000 active. AID 652154;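 active = mean replicate inhibition at least 60% with every replicate also reaching 60%; inconclusive = only one of the two criteria is met; inactive = mean below 60% and not all replicates reaching 60%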;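 also: luciferase light reporting Pax8 driven TPO promoter activity; plate controls were median of neutral control wells for no effect and mitoxantrone controls for full effect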
# ARNT-TACC3 inh = disrupts binding between human ARNT and TACC3; Q9Y6A5; AlphaScreen His-ARNT PAS-B/GST-TACC3 binding, luminescence; TACC3 fragment carries E629A point mutation; inhibition, % at 9.99 µM; 0.66% of 390,000 active; AID 623870;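 active = mean inhibition of replicates at least 50% and at least half of replicates each reaching 50%; inconclusive = half or more replicates reach 50% but mean below 50%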;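 also: 0% = complete ARNT plus TACC3 wells and 100% = ARNT alone without TACC3; many hits fall short of the cut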
# LGR2 inh = inhibitors of bursicon-induced Drosophila LGR2 receptor cAMP signaling | HEK293 LGR2, CRE-luciferase, bursicon-stimulated, 4 h | inhibition, % at 9.99 µM | 0.35% of 380,000 active | AID 720647;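 active = drop in luminescence signal, shown as inhibition above about 50% in the replicate tests, limit read from the data, passing the limit was not always enough; inconclusive = probably only some replicates passing the limit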;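 also: agonist challenge used bursicon conditioned medium at about half maximal strength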
# * = called active by the depositor; ? = inconclusive; . = no result given; & = joins results of further samples.
# Each structure is followed by: DENV2 CPE rescue, CASP6 VEID inh, EWS-Fli block, SIRT5 block, PAX8 inh HTS, ARNT-TACC3 inh, LGR2 inh
C[C@@H]1CN([C@H](C)CO)C(=O)Cc2cc(NC(=O)CCN3CCOCC3)ccc2O[C@@H]1CN(C)S(=O)(=O)c1ccc(F)cc1
 : 3.8, 1.6, -8.6, -1.0, -11.0, -8.4, 2.3
Cc1cc(C)n2cc(-c3ccc(Cl)cc3)c(C(=O)O)c2n1
 : -6.7, 2.7, -106.6, -0.8, -23.0, ., -62.0
Cc1noc(C)c1COc1cccc(C(=O)Nc2ccc3c(c2)OCO3)c1
 : -3.6, -0.5, 3.6, ., 15.4, 4.4, -24.1
O=[N+]([O-])c1ccc(Cc2ccccn2)cc1
 : -6.6, 34.3, -3.7, -1.8, -6.7, -4.6, -18.7
CCCCn1c(N)c(N(CC(C)C)C(=O)CSc2nnc(C)n2-c2ccccc2)c(=O)[nH]c1=O
 : -7.1, 0.8, -4.9, -1.1, -9.7, 32.1, 3.3
O=C(NCC(=O)c1ccccc1)OCc1ccc([N+](=O)[O-])cc1
 : 1.3, -0.8, -20.3, -0.9, -17.5, -6.0, -6.6
Cc1cc(OCC(=O)NNC(=O)c2cccs2)ccc1Br
 : -3.5, 0.6, -1.0, ., -10.2, -3.0, -1.7
CN(C)C(=O)c1ccc(-c2ccc([C@@H]3[C@H](C#N)N(S(C)(=O)=O)[C@H]3CO)cc2)cc1
 : -3.7, -1.1, -3.0, -0.7, -6.1, 7.3, 4.9
O/N=C/c1ccc2ccccc2c1
 : 19.9, 1.0, -28.2, 1.9, -14.9, -7.0, -43.2
Clc1ccc(Nc2ccc3ccccc3n2)cc1
 : 12.2, 0.2, -53.3, -0.1, -100.9, -9.3, 12.0
Cc1ccn2c(=O)nc(SCC(=O)N3CCCCCC3)nc2c1
 : 1.9, 2.3, 1.1, -2.0, 0.3, -3.8, 0.8
COc1ccc(/C=C/C(=O)NCC(c2ccc(F)cc2)N2CCOCC2)cc1OC (stereo not given)
 : 3.1, 7.0, 7.2, -0.2, 22.9, -19.6, -8.6
O=C(CCn1c(=S)[nH]c2ccccc2c1=O)Nc1cccc(Cl)c1
 : -4.0, 1.5, -4.6, -0.6, 11.5, 1.6, -18.6
NC1=NC(=O)/C(=C/c2cccc(-c3ccc(S(N)(=O)=O)cc3)c2)S1
 : ., 12.6, -12.8, -3.6, 6.1, ., 3.1
COCC(=O)Nc1ccc2c(c1)C(=O)N(C)C[C@@H](OC)[C@H](C)CN(Cc1cc(F)ccc1F)[C@@H](C)CO2
 : 2.4, -1.1, 5.2, 1.7, 14.9, 1.0, 14.3
CCCNC(=O)c1nn2cc(Br)cnc2c1Br
 : -1.9, 2.4, -2.7, -4.7, -7.6, -10.4, 7.0
Cc1ccccc1C(=O)N1CCC(C(=O)Nc2ccccc2Cl)CC1
 : -4.6, 0.4, ., -1.0, -2.2, 3.1, -5.9
COC(=O)c1ccccc1NC(=O)CN(C)Cc1ccccc1
 : -2.1, -0.3, -12.4, 0.6, -4.0, ., 11.3
O=C(CSc1cc(Cl)ccc1Cl)Nc1ccc(N2CCOCC2)cc1
 : 1.6, -0.9, -4.9, -2.9, -1.2, ., -8.6
O=C(CSc1nnc(-c2ccccc2F)n1C1CC1)Nc1cccnc1Cl
 : -2.3, 0.4, -15.7, ., 3.0, 6.4, .
CCOC(=O)N1CCN(C(=O)c2ccc(CS(=O)c3ccccc3)o2)CC1 (stereo not given)
 : -6.1, -1.5, ., -1.2, -19.8, 11.5, 8.8
Cc1cc2c(cc1C)CSC(c1ccc(O)cc1)SC2
 : 4.0, 0.5, -5.7, 4.0, ., -7.5, -0.4
CC(=O)N1CCCc2cc(S(=O)(=O)N(CC(C)C)CC(C)C)ccc21
 : ., 1.2, ., -3.3, 2.1, ., 7.5
Cc1cc(Nc2ccc([N+](=O)[O-])cc2)nc2ccccc12
 : -6.0, 1.3, -20.0, -4.0, -32.0, -3.9, -9.2
COCCN(CCOC)C(=O)c1ccc(NS(=O)(=O)c2ccc3c(c2)OCCO3)cc1
 : 0.6, 2.8, ., -2.5, -7.0, -2.4, 0.5
CN1C(=O)c2cc(NC(=O)C3CCOCC3)ccc2OC[C@H]2O[C@H](CC(=O)NCC3CCCCC3)CC[C@@H]21
 : 4.0, -1.1, -3.9, -4.5, -4.7, -0.2, -0.1
Cc1sc(NC(=O)CN(CCc2ccccc2)C(=O)C2CC2)c(C(N)=O)c1C
 : -3.2, -1.7, 9.6, -0.7, 29.1, -3.9, -13.5
CCOC(=O)C1(CCOC)CCCCC1=O (stereo not given)
 : 1.9, -0.3, -4.5, -1.9, 12.2, ., -0.2
C[C@H](CO)N1C[C@H](C)[C@H](CN(C)Cc2cncnc2)Oc2cc(-c3ccncc3)ccc2S1(=O)=O
 : 1.3, 5.1, 5.8, -5.5, ., 4.6, 8.3
CCOC(=O)C1CCN(S(=O)(=O)c2ccc3c(c2)NC(=O)CS3)CC1
 : -6.1, 5.6, 3.5, 3.3, -1.7, -2.3, -3.6
CC1(c2nnc(-c3ccncc3)o2)CC(c2ccc(F)cc2)=NO1 (stereo not given)
 : 10.8, -3.0, -2.0, -8.1, -6.5, 0.5, 7.3
O=C(NC1CCCCC1)C(c1ccc(F)cc1)N(Cc1ccco1)C(=O)c1csnn1 (stereo not given)
 : -4.3, 2.8, 8.5, -1.2, -11.7, 6.0, -0.4
C[C@H](CO)N1C[C@H](C)[C@@H](CN(C)C(=O)Nc2ccc(C(F)(F)F)cc2)OCCCC[C@H](C)Oc2ccc(NC(=O)c3ccncc3)cc2C1=O
 : -2.2, 2.4, 0.1, 4.8, 12.2, -2.7, -8.1
CSCCC(NC(=O)/C(=C\c1ccc(Cl)cc1)NC(=O)c1ccccc1)C(=O)O (stereo not given)
 : -0.2, -6.2, -2.6, 1.7, -4.3, 3.3, 4.2
COc1cc(CC(C#N)(CO)c2nc3ccccc3[nH]2)ccc1OC(F)F (stereo not given)
 : 47.3*, -2.6, -4.4, -1.4, 31.8, -6.8, -2.0
Cc1cccc(-c2ccc([C@@H]3[C@H](CO)N4CCCCN(CCC(F)(F)F)C[C@@H]34)cc2)c1
 : -7.3, -11.8, 19.3, -1.0, -17.3, 30.4, 6.8
O=C(C[C@@H]1CC[C@@H]2[C@H](COC[C@H](O)CN2C(=O)Nc2ccc(Cl)cc2)O1)NCC1CCCCC1
 : -1.4, 0.5, -72.5, 1.0, -128.8, 3.3, -60.9
C[C@H]1CN([C@@H](C)CO)C(=O)c2cc(NC(=O)Nc3ccc(C(F)(F)F)cc3)ccc2O[C@H]1CN(C)Cc1ccncc1
 : 20.6*, -0.6, 23.4, 3.2, 20.9, -1.4, .
Cc1ccc(NC(=O)C2CC(=O)n3ncnc3N2)cc1C (stereo not given)
 : 0.8, -5.1, 6.0, 1.8, 4.9, -5.5, -4.2
COc1ccc(NC(=O)C2CCC(CNc3c(N4CCC(C)CC4)c(=O)c3=O)CC2)cc1OC (stereo not given)
 : 2.8&-1.7, 2.4&-1.0, -0.4&-11.3, ., -9.0&-13.1, 2.0&-3.7, 4.2&7.1
COc1ccc(CN(C)CC(=O)Nc2ccccc2-c2ccccc2)c(OC)c1
 : 2.3, -4.8, 13.5, -0.5, 18.8, 1.6, -2.7
CCOc1ccc(Nc2nc(Cc3nnc(SCC(N)=O)o3)cs2)cc1
 : ., -1.2, ., 0.1, ., 8.8, -16.3
CNC[C@@H]1OCCCC[C@H](C)Oc2ccc(NS(=O)(=O)c3c(C)noc3C)cc2C(=O)N([C@@H](C)CO)C[C@H]1C
 : 122.5*, ., -18.9, ., -3.7, -14.8, 5.5
CCCCN(CCCC)CCn1cnc2c([nH]c3ccc(OC)cc32)c1=O
 : 15.0, 1.4, -11.7, -8.3, 1.0, -2.3, -17.2
O=C(NC(=S)NNC(=O)c1ccccc1O)c1cccnc1
 : 10.4, 2.5, -6.8, 4.4, 12.5, 67.3*, -2.2
C[C@@H]1CN([C@H](C)CO)C(=O)c2cccc(NS(=O)(=O)c3ccccc3)c2O[C@H]1CN(C)S(=O)(=O)c1cn(C)cn1
 : -0.2, -0.5, 3.1, -1.1, -2.1, -1.5, -17.2
CNC[C@@H]1Oc2ccc(NC(=O)NC3CCCCC3)cc2CC(=O)N([C@H](C)CO)C[C@H]1C
 : 2.3, -0.7, 1.3, -22.0, 4.4, -8.8, -8.6
Cc1ccccc1S(=O)(=O)N1CC[C@@H]2[C@@H](CO)N(C)c3ccc(-c4ccccc4)cc3[C@@H]21
 : -1.1, -2.7, -2.9, ., 5.2, 0.2, 0.7
Cc1cn(CC(C)C)c(=O)n(-c2ccccc2)c1=O
 : 1.9, -1.1, 1.8, 7.0, ., -1.8, -9.1
C=CCc1cc(C=Nc2ccc(N3CCOCC3)cc2)cc(OCC)c1O
 : -3.9, 3.1, 12.9, 10.3, 6.1, 2.1, 9.8

# Continued.
# Each structure is followed by: DENV2 CPE rescue, CASP6 VEID inh, EWS-Fli block, SIRT5 block, PAX8 inh HTS, ARNT-TACC3 inh, LGR2 inh
O=C(Nc1ccc2c(c1)[C@@H]1C[C@@H](CC(=O)N3CCCCC3)O[C@H](CO)[C@@H]1O2)NC1CCCC1
 : -2.5, -0.8, -1.0, -4.2, -11.3, 1.7, -19.3
O=C(O)c1ccc(/C=N/N2CCN(Cc3ccc(Cl)cc3)CC2)cc1
 : 1.1, 11.0, 6.4, 3.4, -8.1, -4.9, -13.3
Cc1ccc(C)c(C(=O)COC(=O)Cn2c(C)csc2=O)c1
 : 11.0, 0.6, 6.3, 7.5, -14.0, 2.6, 3.3
O=C(NCC[C@@H]1CC[C@@H](NC(=O)C2CC2)[C@H](CO)O1)c1ccc(F)cc1
 : -1.7, -3.1, 3.1, -4.2, ., -5.1, 7.5
Cc1ccc(NC(=O)NCc2ccco2)cc1[N+](=O)[O-]
 : 12.0, 0.7, -18.6, ., -40.3, ., -2.5
COc1ccc2nc(NC(=O)CCNC(=O)c3ccco3)sc2c1
 : -5.8, -4.6, -75.2, 1.8, -157.0, -7.5, -26.7
COC(=O)C1=C[C@@H](C(=O)OC)C2C3=C(C(=O)C24CCCCC4)[C@H](C)n2c(=O)n(-c4ccccc4)c(=O)n2[C@@H]3C1 (stereo not given in full)
 : ?, -1.7, 3.9, ., -8.9, ., 3.6
CCOC(=O)C1CCN(C(=O)CCCn2nc(C)c3c(C)n(-c4ccc(C)cc4)nc3c2=O)CC1
 : -0.4, 1.8, -4.0, -3.9, -4.9, ., -2.6
CSc1ccc(CN2CCC(C)(Oc3cccc(Cl)c3)C2)cc1 (stereo not given)
 : 2.1, -8.6, 26.3, ., 11.5, ., 3.5
O=C(NCc1ccccc1)C1CCC(=O)N(CCN2CCOCC2)C1 (stereo not given)
 : -0.3, -7.3, ., -4.3, -7.0, -13.2, -13.2
C[C@@H]1CN([C@H](C)CO)C(=O)c2cc(N(C)C)ccc2O[C@@H](C)CCCCO[C@H]1CN(C)C(=O)Nc1ccccc1
 : ., ., -0.1, ., 11.0, ., 3.7
Cc1ccc(CNC(=O)c2ccc(N3CCC4(CC3)CC(c3ccccc3)=NO4)c(NC(=O)c3c(Cl)cccc3Cl)c2)cc1
 : ., 2.1, 1.2, ., 5.9, -6.4, -11.9
Cc1ccc2oc(=O)cc(CN3CCN(C/C=C/c4ccccc4)CC3)c2c1
 : -5.4, 2.1, 10.7, -0.8, 13.2, 1.6, .
Cn1cc([C@@H]2C[C@H]3CN(C4CCCC4)C(=O)[C@]34CCCN24)c(-c2ccccc2)n1
 : ., 1.3, 9.5, 7.9, 36.8, -4.2, -5.1
Cc1cccc(NC(=O)CSCC(=O)N2CCN(C(=O)c3ccco3)CC2)c1
 : -16.6, -1.7, 4.3, 4.0, 1.7, 0.9, -11.7
O=C(NCc1ccc2c(c1)OCO2)c1[nH]c(C(F)(F)F)nc1-c1ccccc1
 : -1.1, 0.2, 7.7, -4.3, 6.3, ., 1.3
O=C(CNS(=O)(=O)c1ccccc1)OCC(=O)c1ccc([N+](=O)[O-])cc1
 : ., ., ., ., -5.0, -0.8, -18.2
COc1ccc(CC(=O)NNC(=O)CSc2nnc(C)n2-c2ccccc2)cc1
 : 8.7, 0.3, -5.5, -2.7, 4.0, -8.9, -21.3
COc1ccc2c(c1)CCC/C2=N\Nc1nc(C(=O)NN)cs1
 : 1.9, 0.4, 14.4, -4.4, 28.7, ., -19.7
